Screening results deposited in PubChem BioAssay by several laboratories.
RPL19A-GFP yeast: RPL19A-GFP expression modulators in yeast, primary screen, cell-based, S. cerevisiae, multiplex flow cytometry, MLPCN; S. cerevisiae RPL19A-GFP strain, 3 h; hits give low values; percent response vs DMSO, % at 10 µM; actives 0.3% (n = 330,000);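 active means percent response vs DMSO below 50%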;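 further: median channel GFP fluorescence of the barcoded RPL19A-GFP strain; ratio of sample median GFP to plate DMSO average so 100% = DMSO; lower means less RPL19A-GFP as with rapamycin TOR inhibition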
procasp7 counter: procaspase-7 activators, primary screen, counter-screen for procaspase-3 activator project, biochemical, absorbance, HTS, human. Caspase-7 (Homo sapiens), P55210. recombinant procaspase-7, Ac-DEVD-pNA absorbance 405 nm; D23A/D198A/D206A triple mutant, cannot self-cleave; scale: DMSO 0, 5 µM enzyme 100. activation, % at 8.5 µM. actives 0.093% (n = 330,000);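 active means percent activation above the screen-wide mean plus 3 SD, cut at about 25% in these data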
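Material: Procaspase-7 triple mutant (PC-7 D3A) | Quantity: 2 µM procaspase-7 mutant as dispensed | Reagent: DEVD-pNA substrate | Times: 1 h preincubation, 2 h reaction | Technique: 405 nm absorbance of p-nitroaniline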
JMJD2C inh: inhibitors of GASC-1 histone demethylase, primary screen, biochemical, fluorescence, DELFIA europium | GST-JMJD2C(1-420) H3K9me3 demethylation | inhibition, % at 2.35 µM | actives 0.069% (n = 330,000) | AID 2099, 2009;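 active means more than half of a compound's replicate wells show inhibition beyond 50%, single wells judged on their own value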;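 further: signal counts dimethyl H3K9 product captured on neutravidin plate; 0% = median of DMSO wells and 100% = 0.3 times that DMSO median; strong numbers were not always called active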
proCasp3 act: activators of human procaspase-3 D3A mutant, primary screen, biochemical, absorbance, PC-3 D3A mutant, single concentration. activation, % at 8.5 µM. actives 0.11% (n = 330,000). AID 463141, 2010. recombinant procaspase-3 D3A, Ac-DEVD-pNA absorbance 405 nm;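 active means activation above the mean of all tested compounds plus 3 SD, cut at about 21% in these data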;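 further: 0% = DMSO alone and 100% = DMSO wells spiked with extra 5 µM PC-3 D3A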
Target sequence (P42574 whole entry D9A/D28A/D175A): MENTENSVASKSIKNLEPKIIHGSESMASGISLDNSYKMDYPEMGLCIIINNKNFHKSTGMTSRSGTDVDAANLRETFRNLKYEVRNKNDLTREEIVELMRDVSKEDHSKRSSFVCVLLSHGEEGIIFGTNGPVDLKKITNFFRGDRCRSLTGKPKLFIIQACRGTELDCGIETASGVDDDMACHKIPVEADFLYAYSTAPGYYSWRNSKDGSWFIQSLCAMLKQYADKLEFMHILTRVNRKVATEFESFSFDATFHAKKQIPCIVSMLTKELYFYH
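Assay system – Procaspase-3 D3A mutant · Benchmarks – DMSO low control, extra-enzyme high control · Technique – 405 nm absorbance of p-nitroaniline, reads at 0 and 120 min · Doses – 8.5 µM nominal · Measure – % activation between DMSO and enzyme-spiked controls · Also added – Ac-DEVD-pNA chromogenic peptide substrate · Schedule – 1 h compound preincubation, 2 h substrate hydrolysis at 25 °C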
AHR activator: AHR activators, primary screen, cell-based, luminescence, luciferase reporter, human; AHR-responsive luciferase reporter cells; Aryl hydrocarbon receptor (Homo sapiens), P35869; activation, % at 5 µM; actives 2.5% (n = 320,000); in the data active means activation above about 47%;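 further: 0% = vehicle wells and 100% = reference agonist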
Target sequence (P35869 whole entry, looked up): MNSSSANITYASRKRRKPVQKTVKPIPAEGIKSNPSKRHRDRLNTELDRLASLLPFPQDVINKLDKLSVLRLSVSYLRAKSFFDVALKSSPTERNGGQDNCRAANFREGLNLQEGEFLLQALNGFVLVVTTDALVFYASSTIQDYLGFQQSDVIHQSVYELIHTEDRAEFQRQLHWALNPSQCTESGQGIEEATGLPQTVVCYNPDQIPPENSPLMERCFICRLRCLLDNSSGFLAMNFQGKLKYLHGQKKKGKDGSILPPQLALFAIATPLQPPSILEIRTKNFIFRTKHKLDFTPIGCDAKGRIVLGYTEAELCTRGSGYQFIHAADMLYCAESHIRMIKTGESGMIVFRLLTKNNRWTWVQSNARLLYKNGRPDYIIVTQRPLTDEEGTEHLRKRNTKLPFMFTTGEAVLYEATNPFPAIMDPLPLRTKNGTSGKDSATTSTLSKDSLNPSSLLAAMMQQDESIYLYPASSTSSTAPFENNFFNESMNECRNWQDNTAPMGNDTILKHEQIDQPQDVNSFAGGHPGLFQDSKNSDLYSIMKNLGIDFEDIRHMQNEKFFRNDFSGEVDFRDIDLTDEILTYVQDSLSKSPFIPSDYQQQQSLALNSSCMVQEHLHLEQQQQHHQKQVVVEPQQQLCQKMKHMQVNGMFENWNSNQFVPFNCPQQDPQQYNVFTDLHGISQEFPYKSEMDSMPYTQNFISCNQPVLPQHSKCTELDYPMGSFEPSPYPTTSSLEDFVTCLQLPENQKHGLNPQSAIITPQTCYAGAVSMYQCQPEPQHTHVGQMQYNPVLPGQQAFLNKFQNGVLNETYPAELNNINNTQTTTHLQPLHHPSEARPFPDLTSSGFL
CR mimetic SO: reduction of superoxide in aged yeast, primary screen, HTS | S. cerevisiae aged cells, superoxide DHE fluorescence; hits give low values | superoxide response (% of plate mean), % at 10 µM | actives 0.18% (n = 330,000) | AID 2690, 2010;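 active means superoxide response under a set limit, about three screen SD below normal, cut at about 65% in these data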;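 further: yeast aged for seven days with compound at 30 °C before DHE staining; 100% = average MFI of all compound-treated wells on the plate with controls excluded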
MEP2 TOR yeast: modulators of MEP2-GFP levels in yeast, primary screen, S. cerevisiae, multiplex flow cytometry, MLPCN library; GFP response vs DMSO, % at 10 µM; actives 0.51% (n = 330,000); S. cerevisiae MEP2-GFP strain, 3 h; 100% = DMSO control level;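 active means GFP response versus DMSO above a set limit, roughly screen mean plus 3 SD, cut at about 180% in these data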;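 further: median GFP fluorescence of the barcode-gated MEP2-GFP cells per well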
LAP4-GFP MLPCN: modulators of LAP4-GFP expression in yeast, primary screen, S. cerevisiae, multiplex flow cytometry, MLPCN library; AID 2023, 2009; GFP response vs DMSO, % at 10 µM; actives 0.34% (n = 320,000); 3 h; median GFP as percent of DMSO wells;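 active means GFP response vs DMSO above a set limit, about the screen mean plus 3 SD, cut at about 150% in these data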
* hit, by the source's call; x = not tested or not shown; [ ] = remark or other dose. An unsorted share of the library; 3.8% or so of the library scored in one or more.

SMILES	RPL19A-GFP yeast	procasp7 counter	JMJD2C inh	proCasp3 act	AHR activator	CR mimetic SO	MEP2 TOR yeast	LAP4-GFP MLPCN
C#CCOCCOCCOCCNc1nc(N2CCN(C(=O)[C@H]([C@@H](C)CC)n3cc([C@@H](N)CO)nn3)CC2)nc(N2CCN(C(=O)[C@H](CCCCN)n3cc([C@@H](N)CC(C)C)nn3)CC2)n1	99	-2	-2	-3	-1	103	86	101
CC(C)N1CC(O)=C(c2ccccc2)C1=N	102	-10	5	-4	0	96	112	97
CCOC(=O)c1[nH]c(C)c(C(=O)Nc2ccc(F)cc2)c1C	104	-10	-17	2	-1	105	112	107
CCCS(=O)(=O)C(=C1Nc2ccccc2N1)S(=O)(=O)CCC	96	9	8	3	1	90	99	96
Cc1ccc2c(c1)N(CC(=O)NC1CCCCCC1)C(=O)c1cccnc1O2	101	11	-15	4	0	98	108	105
Cc1cccc(C)c1NC(=O)Cn1nnc(C(=O)Nc2ccc(F)cc2F)c1N	104	4	7	5	3	98	107	105
CC(=O)Nc1cccc(Oc2ncnc3scc(-c4ccccc4)c23)c1	105	-1	5	3	7	85	109	101
O=C(CC1C(=O)NCCN1Cc1ccccc1)NCCN1CCCCC1=O (stereo not drawn)	108	-6	55	-1	-1	94	109	85
CC(CCc1ccccc1)N1CCN(Cc2ccccc2)CC1 (stereo not drawn)	101	-3	-10	5	4	91	99	92
COCCNC(=O)C(c1ccc(C)cc1)N(Cc1ccccc1)C(=O)CCC(=O)Nc1ccccn1 (stereo not drawn)	96	0	15	9	-1	109	93	96
FCCCOc1ccc(-c2nccc(-c3ccccn3)n2)cc1	98	-2	-11	4	-2	106	106	98
COc1ccc(OC)c(C(=O)/C=C/c2cccnc2)c1	94	-11	8	1	13	90	99	100
N/C(=N\OCc1ccc([N+](=O)[O-])cc1)c1ccncc1	85[may fluoresce violet]	-5	21	-4	9	122	116[may fluoresce violet]	101[may fluoresce violet]
CCOc1ccc(NC(=O)Nc2cccc(C(=O)O)c2)cc1	96	-5	113	-6	-12	105	98	98
CCOc1cnc(-c2c(-c3ccccc3Cl)noc2C)o1	95	-8	0	-2	0	99	96	99
COc1ccc(C(=O)C2CCCN(C(=O)c3c4c(nn3C)CCCC4)C2)cc1F (stereo not drawn)	93	-11	7	4	4	114	93	94
O=C(O)c1ccccc1Sc1ncnc2sc3c(c12)CCC3	93	13	0	3	1	125	101	104
O=C1Nc2ccccc2OCc2c1cccc2[N+](=O)[O-]	97	13	5	0	-1	102	98	98
O=C(Cc1ccccc1)NCC(=O)OCc1cccc([N+](=O)[O-])c1	104	14	10	9	0	102	100	93
CC(C)c1ccccc1NC(=O)Nc1ccc2c(c1)OCO2	105	-24	12	-11	56*	105	101	92
Cn1cccc1/C=N/NC(=O)Cn1cnc2ccccc21	95	2	-2	-6	46	92	98	89
CC1CCc2sc(C(=O)NCC(c3ccco3)N3CCCCC3)cc2C1 (stereo not drawn)	97	-4	9	11	4	89	96	101
CCN(C(=O)CSc1nccc(=O)[nH]1)c1cccc2ccccc12	110	7	1	4	0	86	102	103
CC1CN(C(=O)c2ccc(COc3ccccc3Br)o2)CC(C)O1 (stereo not drawn)	102	-1	-23	6	8	102	105	101
CCOC(=O)c1ccc(NC(=O)CN2C(=O)CN(C(C)=O)C2=S)cc1	108	1	-8	-3	1	96	100	85
C=CCC[C@H](Cc1ccc(F)cc1)C(=O)OC[C@H](Cc1c[nH]c2ccccc12)NC(=O)[C@@H](CC=C)CC(=O)N(CCO)Cc1ccccc1	98	14	-7	-1	0	103	103	103
COc1ccccc1NC(=O)COc1cc(Br)c(CNCCCN2CCOCC2)cc1OC	93	3	-3	-2	7	108	95	101
Cc1ccc(OCCC(=O)OCC(=O)NC2CCCC2)cc1	97	1	4	9	1	106	101	104
Cc1ccc(C(=O)O/N=C(\N)c2cccc([N+](=O)[O-])c2)cc1	103	-2	2	4	-7	93	101	107
Cn1c(N)c(C(=O)COC(=O)C2CCCC2)c(=O)n(C)c1=O	92	4	6	4	0	99	94	98
CCc1ccc(NC(=O)c2ccnc(C(C)(C)C)c2)cc1	98	5	1	2	0	92	99	109
Oc1c(CNc2ccccc2)cc(COCc2ccccc2)c2cccnc12	91	1	x	3	1	84	97	105
COc1ccc(/C=C2\CN(Cc3ccccc3)C/C(=C\c3ccc(OC)cc3OC)C2=O)c(OC)c1	102	-8	-14	0	-1	103	101	101
CC1CC(C)CN(CCCNC(=O)CN2C(=O)CSc3ccc(S(=O)(=O)N4CCOCC4)cc32)C1 (stereo not drawn)	109	2	2	13	-1	110	108	100
Cc1cccc(NC(c2ccc(O)cc2)c2ccc3ccc(C)nc3c2O)n1 (stereo not drawn)	101	-3	-21	-1	0	121	102	97
CN(C)C(=O)COC(=O)/C=C/c1ccccc1[N+](=O)[O-]	96	-1	1	2	16	94	90	76
Cc1ccc(-c2nnn(CC(=O)N(C)C3CCCCC3)n2)o1	98	7	-6	13	4	105	99	98
CCCN(CC(=O)Nc1ccccc1OC)C(=O)c1cnc(Cl)c(Cl)c1	102	7	6	1	28	108	103	106
CN(C)CCCN(C(=O)c1ccc(S(=O)(=O)N(C)Cc2ccccc2)cc1)c1nc2cc3c(cc2s1)OCO3	99	-7	-15	0	-3	99	108	121
COc1ccc(NS(=O)(=O)c2cccc(C(=O)NNC(=O)c3ccc(C)o3)c2)cc1	97	-4	13	-7	-1	91	98	105
CS(=O)(=O)c1ccc(-c2cccc(NC(=O)c3ccco3)c2)nn1	97	2	-4	5	10	106	100	99
CCc1nnc(NC(=O)CCc2c[nH]c3ccccc23)s1	101	-9	-25	1	31	103	110	103
CN(CC(=O)Nc1ccccc1Cl)C(=O)COC(=O)CN1C(=O)NC2(CCCC2)C1=O	107	0	6	-4	-1	98	106	89
Cc1cc(N/C=C(\C#N)S(=O)(=O)c2ccc(Cl)cc2)nc(C)n1	98	4	1	-2	0	99	99	105
Cc1ccc(C(=O)NNC(=O)Cn2nnc3ccccc32)cc1	99	-1	-2	2	-1	99	106	106
O=C(NCCSc1ccc(Cl)cc1)c1ccc(CN2CCOCC2)cc1	95	-1	-8	2	0	89	103	102
CN1CCN(CC(O)c2ccccc2)CC1 (stereo not drawn)	100	8	-2	2	-1	94	114	103
CCn1cc(C(=O)OCC(=O)Nc2cc(S(=O)(=O)N(C)C)ccc2C)c(=O)c2ccc(C)nc21	96	-2	2	7	0	101	97	97
COc1ccc(C2CC(O)(c3ccccc3)Oc3cc(OC)ccc32)cc1 (stereo not drawn)	x	-10	3	7	2	x	x	x
CCCC(=O)Nc1ccccc1NC(=O)c1cc(OC)c(OC)c(OC)c1	100	2	-8	-3	0	100	107	104
Cc1ccc(S(=O)(=O)Nc2nc3ccccc3nc2N2CCOCC2)cc1	99	-7	0	1	0	88	99	96
O=C(NNC(=O)c1ccccc1-n1cccc1)c1ccc(Cl)cc1Cl	97	2	4	-1	1	91	95	106
COc1ccccc1C(=O)Oc1ccc(C(C)C)cc1	96	2	18	3	0	81	103	99
S=C(NCc1ccccc1)Nc1cccc(Cl)c1	100	-6	6	-9	2	113	104	109
COc1ccc(/C=N/NC(=O)c2ccc3c(c2)OCCO3)cc1[N+](=O)[O-]	105	8	5	-8	1	83	106	99
CC1CCN(Cc2nnnn2CCCC(=O)NC(c2ccccn2)C(F)(F)F)CC1 (stereo not drawn)	101	-10	-29	3	-3	103	106	104
O=C(COC(=O)COc1ccc(Cl)cc1)NCc1ccc2c(c1)OCO2	97	-4	-3	-6	-1	108	108	99
O=C(CC1C(=O)NCCN1Cc1ccccc1C(F)(F)F)NCCn1cccn1 (stereo not drawn)	105	9	-8	3	-3	94	106	116
COc1ccc(C)cc1NC(=O)CSc1nnc(-c2ccc(Br)cc2)o1	106	-11	-3	3	5	120	92	91
Cc1ccc(S(=O)(=O)N(C)C)cc1-n1c(SCC(=O)N(C)C)nc2ccccc2c1=O	101	4	9	5	2	110	104	100

Continuation.
SMILES	RPL19A-GFP yeast	procasp7 counter	JMJD2C inh	proCasp3 act	AHR activator	CR mimetic SO	MEP2 TOR yeast	LAP4-GFP MLPCN
CC(=O)OC(COC1C[C@@H]2CC[C@@]1(C)C2(C)C)C[N+]1(C)CCCCC1 (stereo partly drawn)	97	-13	15	-5	4	105	96	111
CN1CCN(C2CCCCC2NS(=O)(=O)c2ccccc2)CC1 (stereo not drawn)	99	2	-2	6	2	91	103	105
C[C@]12CC[C@@H]3c4ccc(O)cc4CC[C@H]3[C@@H]1CC[C@@H]2OC(=O)CCC(=O)O	94	0	-11	-2	0	89	96	108
O=C(COC(=O)CNC(=O)c1ccccc1)NCCNC(=O)COC(=O)CNC(=O)c1ccccc1	97	4	14	-4	-2	102	99	92
CCOC(=O)CC1C(=O)NCCN1Cc1cccc(C(F)(F)F)c1 (stereo not drawn)	102	2	-5	6	1	104	99	106
CN(c1cc(=O)n2ccccc2n1)C1CCCCC1	97	1	-1	-6	3	107	104	98
CC1Cc2ccccc2N1S(=O)(=O)c1ccc2c(c1)n(C)c(=O)c(=O)n2C (stereo not drawn)	95	5	5	-2	-3	107	98	90
COC(=O)c1cc2sccc2n1Cc1nc(-c2ccc(OC)cc2)oc1C	105	-2	-3	0	7	99	99	108
CCc1onc(C)c1C(=O)Nc1ccc2c(c1)OCO2	96	0	4	10	58*	91	103	101
CC12CNCC(C)(CN(C3(O)C(=O)Nc4ccc(Br)cc43)C1)C2=O (stereo not drawn)	106	-13	-3	1	4	103	104	100
CCn1c2c(c(C)cc1=O)C(=O)CC(C)(C)C2	104	1	-3	1	-4	104	116	100
Cc1cc2ncn(C(=O)N3CCC(C)CC3)c2cc1C	99	7	24	7	-5	92	101	103
CCN(CC)C(=O)CSc1nc2c(sc(=S)n2-c2ccccc2)c(=O)[nH]1	93	17	-5	-3	1	104	95	104
CN(C)c1ccc(C2C3C(=O)N(c4ccc(C(=O)O)cc4)C(=O)C3ON2c2ccccc2)cc1 (stereo not drawn)	91	-19	12	-21	4	90	89	85

Part of the list above in order of number of heavy atoms, descending.
SMILES	RPL19A-GFP yeast	procasp7 counter	JMJD2C inh	proCasp3 act	AHR activator	CR mimetic SO	MEP2 TOR yeast	LAP4-GFP MLPCN
COc1ccccc1NC(=O)COc1cc(Br)c(CNCCCN2CCOCC2)cc1OC	93	3	-3	-2	7	108	95	101
CN(CC(=O)Nc1ccccc1Cl)C(=O)COC(=O)CN1C(=O)NC2(CCCC2)C1=O	107	0	6	-4	-1	98	106	89
O=C(CC1C(=O)NCCN1Cc1ccccc1C(F)(F)F)NCCn1cccn1 (stereo not drawn)	105	9	-8	3	-3	94	106	116
O=C(NNC(=O)c1ccccc1-n1cccc1)c1ccc(Cl)cc1Cl	97	2	4	-1	1	91	95	106
CCCS(=O)(=O)C(=C1Nc2ccccc2N1)S(=O)(=O)CCC	96	9	8	3	1	90	99	96
CCc1onc(C)c1C(=O)Nc1ccc2c(c1)OCO2	96	0	4	10	58*	91	103	101
